High-throughput results as filed in PubChem.
SKN-1 inh = C. elegans SKN-1 inhibition | C. elegans VP596 Pgst-4::GFP/RFP ratio, acrylamide-induced, 24 h | inhibition, % at 21.8 µM | hit rate 0.49% among 360,000;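 active = interference check ratio from 0.5 to 1.5 plus GFP to RFP signal ratio inhibition reaching or exceeding a fixed threshold, cut at about 30% in these data, passing the limit was not always enough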; also: some compounds called inactive have numbers as strong as hits
Neddylation inh = cullin neddylation inhibition. P61081+Q13564. TR-FRET cullin neddylation, biochemical. calls only at 25 µM. hit rate 0.58% among 360,000. AID 651699; in the data active = inhibition above about 36%
FAS TE block = inhibitors of human fatty acid synthase thioesterase domain; hit rate 0.67% among 360,000; inhibition, % at 15 µM; P49327; AID 602261; recombinant FAS-TE, OMFH fluorogenic substrate, fluorescence endpoint;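 active = compounds whose normalised, plate-corrected inhibition of enzyme fluorescence in the single-dose primary screen is 50% or more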;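 also: 0% = DMSO with enzyme and 100% = substrate without enzyme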
MT1-MMP act inh = inhibitors of human MT1-MMP activation | P50281 | HT1080 RFP-PRO-GFP cells, GFP/RFP ratio fluorescence, overnight; percent of plate control window, DMSO zero | GFP/RFP ratio change, % at 20 µM | hit rate 0.061% among 360,000 | AID 651647;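 active = GFP/RFP ratio change of at least 30% with cell ATP level not reduced by more than half and red fluorescence within 50% of control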; also: strong numbers were not always called active
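Compound: 20 µM single dose, 1% DMSO / System: HT1080 RFP-PRO-GFP cells / Controls: DMSO and RFP-L50D-GFP cell wells / Read-out basis: GFP/RFP fluorescence ratio / Schedule: overnight compound exposure at 37 °C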
CSN inh = CSN deneddylation inhibition; Q92905; Purified CSN, SCF-Nedd8-OG deneddylation, fluorescence polarization; inhibition, % at 12.5 µM; hit rate 0.38% among 360,000;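 active = pattern-corrected inhibition above about 35%, with an unprinted fluorescence ratio check between 0.5 and 1.5, limit read from the data, passing the limit was not always enough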;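 also: 0% = enzyme with substrate and 100% = substrate without enzyme; some results filed as inactive read as strong as hits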
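Assay system: Purified human Csn5 enzyme expressed in HEK293T cells | Amount: Enzyme 0.24 nM | Measured by: Fluorescence polarization readout | Medium: Tris/NaCl/DTT buffer, pH 7.5 | Compound dosing: One concentration, 12.5 µM, 0.25% DMSO | Times: 90 min incubation of compound, enzyme and substrate at room temperature | Control set: no-enzyme wells high, enzyme-with-substrate wells low | Read-out: % inhibition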
MLLE-PAM2 inh = inhibitors of microRNA-mediated deadenylation, human PABP1 MLLE binding | GST-MLLE / FITC-PAM2 fluorescence polarization | AID 588489 | inhibition, % at 20 µM | hit rate 0.36% among 360,000; in the data active = inhibition above about 35%, passing the limit was not always enough;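 also: plate controls were DMSO wells with GST-MLLE for no effect and wells lacking GST-MLLE protein for full effect; some results filed as inactive read as strong as hits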
Rpn11 inh = inhibitors of human proteasome Rpn11; calls only at 20 µM; hit rate 0.59% among 360,000; human 26S proteasome, Ub4-pepOG fluorescence polarization; 20S core pre-blocked with epoxomicin; AID 588493;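 active = inhibition at 20 µM, scaled to each plate's controls, above about 33%, limit read from the data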
Rin1 Abl inh = blocks binding of human Rin1 to Abl. inhibition, % at 7.35 µM. TR-FRET Rin1/Abl binding, biochemical. P00519+Q13671. hit rate 0.4% among 360,000; in the data active = inhibition above about 5%, passing the limit was not always enough
Target sequence (P00519 whole entry, looked up): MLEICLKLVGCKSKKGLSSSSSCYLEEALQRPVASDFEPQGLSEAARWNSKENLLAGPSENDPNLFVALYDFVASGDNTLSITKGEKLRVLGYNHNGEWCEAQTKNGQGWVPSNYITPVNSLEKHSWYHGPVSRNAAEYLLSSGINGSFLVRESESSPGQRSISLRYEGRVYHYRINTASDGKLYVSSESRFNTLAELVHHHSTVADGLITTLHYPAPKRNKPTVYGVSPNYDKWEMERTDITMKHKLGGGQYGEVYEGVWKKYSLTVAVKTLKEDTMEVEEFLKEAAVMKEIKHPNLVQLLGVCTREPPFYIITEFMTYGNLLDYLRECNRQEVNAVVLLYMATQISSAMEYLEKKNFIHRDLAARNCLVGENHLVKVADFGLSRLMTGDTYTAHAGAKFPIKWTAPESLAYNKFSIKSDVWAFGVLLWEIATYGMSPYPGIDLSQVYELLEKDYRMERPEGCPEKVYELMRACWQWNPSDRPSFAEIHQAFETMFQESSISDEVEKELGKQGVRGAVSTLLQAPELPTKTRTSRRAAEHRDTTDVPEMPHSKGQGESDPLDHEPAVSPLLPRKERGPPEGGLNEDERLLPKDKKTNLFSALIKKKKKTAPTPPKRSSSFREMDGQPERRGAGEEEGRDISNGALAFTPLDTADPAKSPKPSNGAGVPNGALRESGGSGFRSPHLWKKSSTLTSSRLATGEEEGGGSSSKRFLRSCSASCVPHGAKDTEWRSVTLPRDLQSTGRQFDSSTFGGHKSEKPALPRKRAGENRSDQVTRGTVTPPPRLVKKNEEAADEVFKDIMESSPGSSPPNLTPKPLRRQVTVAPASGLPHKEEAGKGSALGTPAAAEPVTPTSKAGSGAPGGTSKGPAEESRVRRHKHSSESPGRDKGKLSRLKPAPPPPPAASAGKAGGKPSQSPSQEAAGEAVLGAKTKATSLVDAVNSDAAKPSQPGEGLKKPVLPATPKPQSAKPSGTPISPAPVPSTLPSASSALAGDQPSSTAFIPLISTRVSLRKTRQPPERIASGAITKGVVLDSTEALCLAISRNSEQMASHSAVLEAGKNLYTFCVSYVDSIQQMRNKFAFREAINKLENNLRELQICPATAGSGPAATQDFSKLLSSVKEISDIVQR
Target sequence (Q13671 whole entry, looked up): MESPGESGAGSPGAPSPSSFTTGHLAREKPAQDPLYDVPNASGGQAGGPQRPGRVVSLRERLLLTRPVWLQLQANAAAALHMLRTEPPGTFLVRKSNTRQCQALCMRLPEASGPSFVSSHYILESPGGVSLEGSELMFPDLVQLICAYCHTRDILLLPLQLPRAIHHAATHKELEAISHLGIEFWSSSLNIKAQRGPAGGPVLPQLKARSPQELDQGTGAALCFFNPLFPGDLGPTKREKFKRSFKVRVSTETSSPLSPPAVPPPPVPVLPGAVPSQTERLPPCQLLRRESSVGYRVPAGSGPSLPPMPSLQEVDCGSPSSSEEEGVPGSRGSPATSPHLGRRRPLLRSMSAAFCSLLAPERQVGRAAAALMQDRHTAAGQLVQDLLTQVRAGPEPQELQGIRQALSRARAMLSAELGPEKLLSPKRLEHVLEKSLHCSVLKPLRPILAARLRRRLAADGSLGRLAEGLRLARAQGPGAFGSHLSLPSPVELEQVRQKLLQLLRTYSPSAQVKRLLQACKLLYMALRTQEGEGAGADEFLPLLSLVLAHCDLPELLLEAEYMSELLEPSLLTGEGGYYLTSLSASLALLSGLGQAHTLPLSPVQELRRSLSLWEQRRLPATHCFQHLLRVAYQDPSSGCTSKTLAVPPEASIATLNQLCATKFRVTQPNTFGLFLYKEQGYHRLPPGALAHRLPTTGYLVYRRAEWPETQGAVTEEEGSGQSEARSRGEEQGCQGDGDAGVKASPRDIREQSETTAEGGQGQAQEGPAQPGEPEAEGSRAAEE
NadD inh = inhibitors of Staphylococcus aureus NadD; hit rate 0.78% among 360,000; AID 602399; purified NadD enzyme, colorimetric absorbance read-out; inhibition, % at 20 µM; in the data active = inhibition above about 26%; also: some compounds past the cut are filed as inactive
The depositor's hits bear a star; i = inactive; . = no result given. Compounds were not picked by outcome. About 3.9% of those tested had a hit in this group.

SMILES	SKN-1 inh	Neddylation inh	FAS TE block	MT1-MMP act inh	CSN inh	MLLE-PAM2 inh	Rpn11 inh	Rin1 Abl inh	NadD inh
CCS(=O)(=O)c1ccc2oc(Nc3cc(C)cc(C)c3)nc2c1	-14.1	i	15.8	7.4	-4.5	3.4	i	0.9	-3.0
CN(C(=O)CSC1=NCCS1)c1ccccc1	-6.9	i	-1.9	3.5	3.6	22.7	i	-2.9	-3.9
CCOC=C1C(=O)N(C(C)=O)c2cc(OC)c(OC)cc21	9.3	i	-0.1	1.8	0.9	9.0	i	-3.3	0.3
CCOC(=O)c1c(C)c(C(=O)NCc2ccc(OC)cc2)c(C)n1C	1.4	i	-1.9	-3.1	-0.9	6.4	i	0.3	-2.2
COc1ccc(S(=O)(=O)N(CC(=O)NCCCN(C)C)c2ccc(C)cc2)cc1OC	-7.0	i	-5.2	-0.1	-1.4	-2.3	i	-3.1	-4.8
CCN(CC(=O)NCc1ccc(Cl)cc1)S(=O)(=O)c1ccc(F)cc1	11.9	i	2.9	3.9	2.8	9.2	i	2.2	-8.5
COc1cc(CNCCN(C)C)c(Br)cc1OC1CCCC1	-7.6	i	-2.7	4.5	0.8	-6.8	i	-1.1	-5.8
O=C(CN(Cc1ccccc1)S(=O)(=O)c1ccccc1)NC1CC1	10.6	i	-7.6	0.8	-1.2	-6.8	i	-3.0	-2.0
C/C(=N\NC(=O)NC1CCCCC1)c1ccc(Cl)s1	-1.9	i	-0.5	1.5	0.3	7.9	i	7.0	-7.4
C=CCn1c(SCC(=O)Nc2ccc3c(c2)CCC3)nc2ccccc2c1=O	-1.4	i	-0.6	-2.3	1.8	-4.1	i	-4.1	1.1
C=C(CN(C)C)C(=O)c1cc(C)ccc1C	-24.1	i	-8.3	8.3	1.4	25.2	i	1.8	31.6*
O=C(Nc1ccccc1Sc1ccccc1)c1ccccc1	-29.6	i	18.9	-3.6	3.4	3.4	i	3.0	-13.1
CC(C)C(NC(=O)c1ccccc1F)C(=O)OCC(=O)c1ccc(F)cc1 (stereo not drawn)	2.6	i	6.9	0.1	-6.6	11.2	i	0.1	-4.8
O=C(Nc1ccc(Cl)c(Cl)c1)c1csc(-c2ccccc2)n1	15.1	i	23.1	-0.6	-3.8	-2.0	i	2.1	-5.7
COc1ccc2oc(=O)c(C(=O)NC(C)c3ccccc3)cc2c1 (stereo not drawn)	-1.4	.	-11.5	3.4	-2.6	-7.8	i	0.7	-6.3
CCC1C/C(=C/c2cccs2)C(=O)/C(=C/c2cccs2)C1 (stereo not drawn)	10.0	i	28.3	-16.9	16.4	-4.2	i	1.7	18.7
CC(=O)NC(C)(c1ccccc1)c1nc(-c2cnc3ccccc3c2)cs1 (stereo not drawn)	10.2	i	-10.6	0.5	6.4	6.9	i	-5.2	-7.7
COc1ccc(N/N=C(/Oc2ccc([N+](=O)[O-])cc2)C(C)=O)cc1	-5.0	i	19.6	-3.2	3.6	9.2	i	-0.6	-0.1
Cc1ccc(-n2c(O)c(C=NC3CCS(=O)(=O)C3)c3ccccc3c2=O)c(C)c1 (stereo not drawn)	6.6	i	-2.5	0.4	-5.0	12.3	i	-2.3	1.7
Cc1cc(NC(=O)C(C)SCC(=O)Nc2ccccc2N2CCCCC2)no1 (stereo not drawn)	0.8	i	3.0	-6.6	4.2	9.9	i	1.7	-4.8
CCC1(c2ccccc2)NC(=O)N(CC(=O)NCC2COc3ccccc3O2)C1=O (stereo not drawn)	5.2	i	-6.6	2.2	-3.0	7.9	i	0.1	-4.8
COc1ccc(CN2C(=O)c3cccnc3C2=O)cc1S(=O)(=O)N1CCCCC1C (stereo not drawn)	-5.7	i	-6.0	0.1	1.3	-3.1	i	5.0	0.2
COc1ccc(C(=O)N2CCN(c3ccc(NC(=O)c4ccco4)cc3)CC2)cc1	-5.8	i	-1.3	0.0	1.9	-0.3	i	-1.7	-0.8
CCC(=O)N1CCN(c2ccccc2NC(=O)COc2ccc(C(C)C)cc2)CC1	4.8	i	33.6	-4.6	3.2	-3.3	i	-0.3	5.2
COc1cc(C(=S)N2CCOCC2)cc(OC)c1OC(=O)Cc1ccc(F)cc1	1.5	i	-2.5	8.2	-0.4	31.2	i	-0.6	-3.6
Cc1ccc(Cl)cc1N1CCN(C(=O)Cc2csc(Nc3nc(=S)[nH]c4ccccc34)n2)CC1	14.9	.	3.1	-0.7	4.0	20.8	i	0.5	63.0*
COc1ccc(CC(CC(=O)O)C(=O)Nc2ccc(Cl)c(Cl)c2)cc1 (stereo not drawn)	3.1	i	6.1	2.7	3.9	-5.2	i	-1.6	2.3
CCOC(=O)C1(Cc2ccc(OC)cc2)CCN(C(=O)CN2CCOC2=O)CC1	2.2	i	-1.1	-0.9	-1.1	2.5	i	-3.7	-6.0
CCOc1cccc(C(=O)Nc2ccc3c(c2)OCCO3)c1	-15.4	i	-2.2	1.9	0.9	10.6	i	1.4	0.6
CCN(CC(=O)Nc1c(F)cccc1F)C(=O)c1ccc(N2CCOCC2)c([N+](=O)[O-])c1	3.2	i	-7.6	2.3	2.3	5.7	i	-2.6	-7.4
O=C(Cn1c(=O)n(-c2ccc(F)cc2)c(=O)c2sccc21)NC1CCCCC1	-6.0	i	-3.4	0.9	1.1	7.4	i	-0.1	-3.9
O=C(O)CCc1nc2cccnc2n1Cc1ccccc1	-0.8	i	-4.9	0.9	1.8	10.2	i	0.3	-0.4
O=C(NCc1nnc(SCc2ccc(C(F)(F)F)cc2)n1-c1ccccc1)C12CC3CC(CC(C3)C1)C2	4.0	i	24.8	-7.8	-7.6	0.0	i	-4.2	0.5
O=C(Cc1c(F)cccc1Cl)NNC(=O)c1ccc(Br)s1	2.4	i	-4.0	1.7	-2.1	-1.8	i	2.5	0.7
COc1ccc(CNC(=O)CNC(=O)c2ccc(C(C)(C)C)cc2)cc1OC	-11.2	i	-38.5	4.2	-0.1	-2.8	i	0.5	-2.8
O=C(COc1ccc(Br)cc1Cl)N1CCN(c2ncccn2)CC1	3.4	i	17.7	-5.4	3.2	-10.4	i	-0.6	0.4
CN(C)c1ccc(NC(=O)CN2CCC(O)(c3ccccc3)CC2)cc1	-9.8	i	-1.5	3.4	-0.9	1.3	i	2.0	-5.4
CC(=O)NC(c1ccc(C)cc1)c1cc(Cl)c2cccnc2c1O (stereo not drawn)	0.3	i	4.0	-4.7	4.6	7.9	i	7.0*	3.4
CCOC(=O)c1cc(-c2ccc(/C=N\n3cnnc3)o2)ccc1Cl	7.6	i	36.4	2.5	0.1	0.1	i	-2.2	-3.5
O=C1CSC(c2ccc(Cl)cc2Cl)N1c1ccccn1 (stereo not drawn)	-1.4	i	4.0	0.2	-0.8	1.1	i	1.2	0.4
O=C(c1ccco1)N1CCN(Cc2nnc(-c3ccccc3)o2)CC1	-15.3	i	-7.8	3.0	-1.1	3.9	i	2.7	-3.5
CCOC(=O)C(=CNc1ccc2c(c1)c1ccccc1n2CC)C(=O)OCC	-4.1	.	32.2	-1.6	1.0	-11.1	i	-6.9	0.1
NCCSSCCN	1.6	i	-4.8	-0.7	-3.0	31.5	i	1.1	7.3
COc1ccc(-c2nc(-c3cccc(C)c3)nc(N3CCN(C)CC3)c2C#N)cc1	-11.6	i	13.1	-14.8	2.0	-5.2	i	0.9	-11.0
CC(=O)c1cccc(NC(=O)c2ccc(-n3cncn3)c3ccoc23)c1	2.9	i	-7.4	-0.1	-1.1	11.1	i	-2.3	2.1
Cn1c(NC(=O)c2cc(-c3ccc4c(c3)OCO4)nc3ccccc23)cc(=O)n(C)c1=O	13.9	i	7.0	-4.8	-3.4	7.7	i	-1.6	6.1
COC(=O)N/N=C/c1cn(CCCOc2ccccc2)c2ccccc12	-2.9	i	12.2	5.5	-5.6	4.0	i	2.8	-2.6
COc1ccc(N2C(=O)[C@H]3[C@@H](C2=O)C2c4ccccc4C=NN2[C@H]3C(=O)C(C)(C)C)cc1 (stereo partly drawn)	-1.9	i	7.4	-8.1	8.9	-8.8	i	1.9	-1.4
COc1cccc(OC)c1OCCCCn1cnc2ccccc2c1=O	-5.4	i	-4.7	1.7	-4.2	14.8	i	-0.3	-0.9
CCn1ncc(S(=O)(=O)Nc2cc(Cl)ccc2C)c1C	29.1	i	-1.1	3.7	-2.7	6.9	i	4.6	-1.5
O=C(CSc1nc2ccccc2c(=O)n1-c1ccccc1)N1CCN(CCO)CC1	5.8	i	-12.0	-0.5	2.0	2.8	i	0.4	-6.0
CCn1nc(NS(=O)(=O)c2ccc([N+](=O)[O-])cc2)c2cc3ccc(C)cc3nc21	13.7	i	30.8	0.2	-1.6	2.2	i	1.3	4.1

In the list so far, these have a Cl atom:
SMILES	SKN-1 inh	Neddylation inh	FAS TE block	MT1-MMP act inh	CSN inh	MLLE-PAM2 inh	Rpn11 inh	Rin1 Abl inh	NadD inh
CCN(CC(=O)NCc1ccc(Cl)cc1)S(=O)(=O)c1ccc(F)cc1	11.9	i	2.9	3.9	2.8	9.2	i	2.2	-8.5
C/C(=N\NC(=O)NC1CCCCC1)c1ccc(Cl)s1	-1.9	i	-0.5	1.5	0.3	7.9	i	7.0	-7.4
O=C(Nc1ccc(Cl)c(Cl)c1)c1csc(-c2ccccc2)n1	15.1	i	23.1	-0.6	-3.8	-2.0	i	2.1	-5.7
Cc1ccc(Cl)cc1N1CCN(C(=O)Cc2csc(Nc3nc(=S)[nH]c4ccccc34)n2)CC1	14.9	.	3.1	-0.7	4.0	20.8	i	0.5	63.0*
COc1ccc(CC(CC(=O)O)C(=O)Nc2ccc(Cl)c(Cl)c2)cc1 (stereo not drawn)	3.1	i	6.1	2.7	3.9	-5.2	i	-1.6	2.3
O=C(Cc1c(F)cccc1Cl)NNC(=O)c1ccc(Br)s1	2.4	i	-4.0	1.7	-2.1	-1.8	i	2.5	0.7
O=C(COc1ccc(Br)cc1Cl)N1CCN(c2ncccn2)CC1	3.4	i	17.7	-5.4	3.2	-10.4	i	-0.6	0.4
CC(=O)NC(c1ccc(C)cc1)c1cc(Cl)c2cccnc2c1O (stereo not drawn)	0.3	i	4.0	-4.7	4.6	7.9	i	7.0*	3.4
CCOC(=O)c1cc(-c2ccc(/C=N\n3cnnc3)o2)ccc1Cl	7.6	i	36.4	2.5	0.1	0.1	i	-2.2	-3.5
O=C1CSC(c2ccc(Cl)cc2Cl)N1c1ccccn1 (stereo not drawn)	-1.4	i	4.0	0.2	-0.8	1.1	i	1.2	0.4
CCn1ncc(S(=O)(=O)Nc2cc(Cl)ccc2C)c1C	29.1	i	-1.1	3.7	-2.7	6.9	i	4.6	-1.5
